ROC1-CUL1 inh: inhibitors of human ROC1-CUL1 ubiquitin ligase activity | P62877+Q13616 | in vitro K48 di-Ub FRET, acceptor:donor ratio, 45 min | inhibition, % at 10 µM | actives 0.6% (n = 140,000) | AID 1347404; in the data active = inhibition above about 25%
Target sequence (P62877 whole entry, looked up): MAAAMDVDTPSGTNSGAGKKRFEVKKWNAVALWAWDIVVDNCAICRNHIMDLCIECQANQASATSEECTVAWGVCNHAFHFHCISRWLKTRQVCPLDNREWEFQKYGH
Target sequence (Q13616 whole entry, looked up): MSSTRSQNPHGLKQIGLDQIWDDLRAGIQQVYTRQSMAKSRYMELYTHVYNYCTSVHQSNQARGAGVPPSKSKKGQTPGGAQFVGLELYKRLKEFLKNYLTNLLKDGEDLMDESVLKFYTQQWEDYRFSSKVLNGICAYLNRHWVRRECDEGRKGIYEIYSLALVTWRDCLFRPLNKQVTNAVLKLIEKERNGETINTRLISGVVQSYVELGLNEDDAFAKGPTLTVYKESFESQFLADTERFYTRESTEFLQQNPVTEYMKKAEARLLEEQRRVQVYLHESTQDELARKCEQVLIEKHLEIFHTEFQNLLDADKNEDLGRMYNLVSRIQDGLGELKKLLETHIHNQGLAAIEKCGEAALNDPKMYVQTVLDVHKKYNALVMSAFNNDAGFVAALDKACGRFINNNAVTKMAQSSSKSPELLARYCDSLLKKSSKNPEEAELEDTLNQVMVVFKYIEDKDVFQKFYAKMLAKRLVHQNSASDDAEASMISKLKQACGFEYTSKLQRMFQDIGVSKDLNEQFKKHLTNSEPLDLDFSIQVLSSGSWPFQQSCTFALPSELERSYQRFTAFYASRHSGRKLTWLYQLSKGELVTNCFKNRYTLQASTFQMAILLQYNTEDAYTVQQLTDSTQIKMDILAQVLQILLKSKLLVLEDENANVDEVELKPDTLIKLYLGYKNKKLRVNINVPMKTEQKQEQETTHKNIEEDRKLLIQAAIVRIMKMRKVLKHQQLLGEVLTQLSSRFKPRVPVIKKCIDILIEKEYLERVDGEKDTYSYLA
* = called active by the depositor.

SMILES	ROC1-CUL1 inh
O=C1C(=O)N(Cc2ccco2)C(c2cccnc2)C1C(=O)c1ccc(Br)cc1 (configuration not stated)	0.5
CC(C)CC(=O)Nc1nnc(S(=O)(=O)N(C)Cc2ccc(Cl)cc2)s1	-1.6
CCOc1ccccc1NC(=O)Cn1c(=O)ccc2cc(S(=O)(=O)N3CCC(C)CC3)ccc21	-10.0
Cc1cccc(NC(=O)C(Cc2ccccc2)N2Cc3ccccc3C2=O)c1C (configuration not stated)	-3.2
CCC(C)NC(=O)Cn1c(=O)cc(-c2ccccc2)c2c(C)nn(C)c21 (configuration not stated)	-1.7
COc1ccccc1OCCn1c(NC(=O)c2ccccc2Cl)nc2ccccc21	0.8
CC(=O)Nc1ccc(NC(=O)CCC(=O)O)cc1	0.9
O=C(O)C1CCN(c2nc(-c3ccc(F)cc3)cs2)CC1	3.3
O=C(Nc1nnc(S(=O)(=O)N2CCCCC2)s1)c1ccccc1Br	-0.6
CS(=O)(=O)N(CC(O)Cn1c2ccc(Cl)cc2c2cc(Cl)ccc21)c1ccccc1 (configuration not stated)	9.7
Cn1ccnc1C/C(=N\O)C(F)(F)F	10.9
Cc1ccsc1C(=O)NCc1c(C)ncc2c1CCN(C(=O)CCC(=O)c1ccc(F)cc1)C2	-3.0
COc1ccc(CNC(=O)CCCn2c(=O)c3cccn3c3cccnc32)cc1	-4.3
Cc1ccc(C)c(CSc2nc(-c3ccccc3F)nc3c2Cc2c(CO)cnc(C)c2O3)c1	-3.3
COCCOc1ccccc1C(=O)Nc1cccc(C)c1	1.5
COc1ccc(NC(=S)Nc2ccc(S(N)(=O)=O)cc2)c(OC)c1	-0.2
O=C(c1ccc2ncccc2c1)N1CCOc2ccc(CN3CCc4ccccc4C3)cc2C1	5.4
O=C(Nc1ccc(Cl)cn1)c1sc2ccccc2c1O	-12.3
Cc1ccc(S(=O)(=O)c2cn(C)c3cc(N4CCCCC4)c(F)cc3c2=O)cc1	2.4
O=C(OCc1ccccc1Cl)c1ccc(-c2nnn(Cc3ccccc3Cl)n2)cc1	-2.0
O=C(C1CCN(S(=O)(=O)c2ccc(Cl)cc2)CC1)N1CCOCC1	6.9
Cc1ccc(OC(=O)c2ccc(Br)cc2Br)c(C)c1	5.2
O=C(CCC1(Cc2ccc(Cl)cc2)CCC(=O)N1)NCc1ccc(C(F)(F)F)cc1F (configuration not stated)	10.3
c1ccc(C2SC3CCCCC3S2)cc1 (configuration not stated)	0.4
Cc1noc(C)c1CC(=O)N1CCC(n2nccc2NC(=O)C2CCOC2)CC1 (configuration not stated)	1.7
CCCC1=NN2C(=N)/C(=C/c3ccc(OCc4ccc(F)cc4)c(OC)c3)C(=O)N=C2S1	3.0
COc1cc(CN2CCC(CO)(CCCc3ccccc3)CC2)cc(Cl)c1O	0.4
COc1ccc(C(=O)c2c(C)c3ccccc3n2C)cc1OC	-17.2
Cc1sc(NC(=O)Cn2cnc3ccccc3c2=O)nc1-c1ccc(Cl)cc1	-2.9
Cc1ccccc1CN1CCN(C(=O)C(C)C)CC1	-5.2
CCO/N=C(/C)C1C(=O)C=C(c2ccccc2)N(c2ccccc2)C1=O (configuration not stated)	-1.4
O=C(NC1CCCC1)c1cccc(Cl)c1	-2.3
COc1cccc(-c2ccnc(-n3ncc(C(=O)N4CCN(CCO)CC4)c3C3CC3)n2)c1	-0.2
CCc1ccc(C2Sc3ccccc3N=C3c4ccccc4C(=O)C32)cc1 (configuration not stated)	-8.3
Cc1ccnc(NC(=O)c2ccc(Cl)cc2Cl)c1	5.7
O=C(CN(Cc1ccc(Cl)c(Cl)c1)S(=O)(=O)c1ccc(Cl)cc1)NC1CCCCC1	10.9
COC(=O)C1CN(C)CCC1(C)O (configuration not stated)	3.6
CC(C)Sc1nc2ccc(N)cc2[nH]1	-9.8
Cc1ccc(C2(O)c3ccccc3C(=O)N2C(C)C)c(C)c1 (configuration not stated)	11.2
Cc1c(-c2nsc(NC(=O)c3ccccc3)n2)nnn1-c1ccc(C(F)(F)F)c(Cl)c1	-5.5
CC1(C)CC(=O)C2C(=NC3=C(C(=O)c4ccccc43)C2c2ccccc2Br)C1 (configuration not stated)	0.5
Cc1ccc(-n2nnnc2-c2cnc(-c3cccs3)nc2-c2ccccc2F)cc1	7.6
CN1C(=O)C(=O)c2cc(F)ccc21	1.1
CCOc1ccc(NC(=O)CSc2nnc(-c3ccc(OCC)cc3)o2)cc1	-3.3
COC(=O)CN1C(c2ccc(Br)cc2)=Nc2ccc(Br)cc2C1c1ccccc1 (configuration not stated)	1.8
CCC(=O)NC(Nc1nc(C2CC2)cs1)(C(=O)OC)C(F)(F)F (configuration not stated)	-7.1
CCCOc1cccc(C2c3c(oc4ccc(F)cc4c3=O)C(=O)N2CCc2ccc(OC)cc2)c1 (configuration not stated)	4.0
O=C(c1cc(Cl)cc(Cl)c1)c1ccc(Cl)cc1Cl	5.5
Cc1ccn2c(Nc3ccc(F)cc3)c(-c3ccc(C)o3)nc2c1	0.4
N#CCSc1nnc2n1C(=N)CC(=O)N2	5.9
CCOc1ccc(NC(=O)CC2C(=O)N(c3ccccc3)C(=O)N2CCc2cccs2)cc1 (configuration not stated)	4.8
COC(=O)CCC(=O)NC1CCCc2nc(N(C)C)ncc21 (configuration not stated)	-1.2
CCn1ccnc1CN(C)C(=O)c1ccc2nc(-c3cccc(OC)c3)oc2c1	1.1
NC1=NC(=S)N=C(OCc2ccccc2)C1	4.7
CCOC(=O)c1c(-c2ccc(-c3ccccc3)cc2)csc1NC(=O)C1C2CCC(O2)C1C(=O)O (configuration not stated)	10.7
C=CCN1C(=O)/C(=C\c2ccc(C)cc2)N=C1SCC(=O)NCc1ccccc1	7.9
O=C(Oc1ccccc1)c1cccc(C(=O)Oc2ccccc2)n1	1.4
CCCCOC(=O)c1ccc(OC(=O)c2cc(OC)c(OC)cc2OC)cc1	4.6
Cc1ccc(S(=O)(=O)CC(=O)Nc2sc3c(c2C#N)CCCC3)cc1	3.7
CC(C)(C)Nc1nc(-c2ccccc2O)nc2ccccc12	2.7

Arranged by value in ROC1-CUL1 inh (falling): 7 of the compounds above.
SMILES	ROC1-CUL1 inh
C=CCN1C(=O)/C(=C\c2ccc(C)cc2)N=C1SCC(=O)NCc1ccccc1	7.9
Cc1ccc(-n2nnnc2-c2cnc(-c3cccs3)nc2-c2ccccc2F)cc1	7.6
N#CCSc1nnc2n1C(=N)CC(=O)N2	5.9
Cc1ccc(S(=O)(=O)CC(=O)Nc2sc3c(c2C#N)CCCC3)cc1	3.7
O=C(Oc1ccccc1)c1cccc(C(=O)Oc2ccccc2)n1	1.4
COC(=O)CCC(=O)NC1CCCc2nc(N(C)C)ncc21 (configuration not stated)	-1.2
CCC(=O)NC(Nc1nc(C2CC2)cs1)(C(=O)OC)C(F)(F)F (configuration not stated)	-7.1

The listing continues.
SMILES	ROC1-CUL1 inh
O=C(Nc1cccc2c(NC(=O)C3CC3(c3ccccc3)c3ccccc3)cccc12)C1CC1(c1ccccc1)c1ccccc1 (configuration not stated)	-0.5
CC(=O)Nc1cccc(Cl)c1C(=O)O	-2.2
CCCc1sc(NC(=O)c2cccc([N+](=O)[O-])c2)nc1-c1ccc(F)cc1	2.9
Brc1ccc2sccc2c1	-6.4
CC1CCCC(NC(=O)Cc2ccc(Br)cc2)C1C (configuration not stated)	-3.4
CC(C)c1ccc2c(c1)C(N1CCN(C)CC1)Cc1cc(Cl)ccc1S2 (configuration not stated)	2.0
CCOc1cccc(CC(=O)N2CCc3c([nH]c4ccccc34)C2c2ccccc2)c1OCC (configuration not stated)	-7.5
CCOC(=O)c1ccc(-n2c(C)cc(/C=N/NC(=O)COc3cccc4ccccc34)c2C)cc1	-5.1
CCCCC1C(=O)N=C(c2ccccc2)C(C(=O)c2ccccc2)C1=O (configuration not stated)	2.5
Cc1cccc2c1Sc1ccccc1CC2=O	4.8
CCOc1ccccc1NC(=O)C(CC)Sc1nc2ccncc2[nH]1 (configuration not stated)	2.5
Cc1cccc(C2CC(=O)NC3=C2C(=O)CCC3)c1 (configuration not stated)	-9.0
CC1=NN(c2ccccc2)C(=O)C1/C=C1\C(=O)NC(=S)N(c2ccc(Br)cc2)C1=O (configuration not stated)	5.9
CCOc1ccc(N(C(C)C(=O)Nc2ccccc2C(=O)NCC(C)C)S(C)(=O)=O)cc1 (configuration not stated)	0.5
CCc1ccc2c(c1)-c1ccccc1S(=O)(=O)N2CC(=O)N1CCCCC1	-4.0
CN=C1S/C(=C\c2cn(C(C)=O)nc2-c2ccc(F)cc2)C(=O)N1C	-3.1
Cc1ccc(SCCC(=O)Nc2ccccc2C(=O)N2CCOCC2)cc1	-9.4
Cc1[nH]n(-c2ccccc2)c(=O)c1C(C[N+](=O)[O-])c1ccccc1Cl (configuration not stated)	1.2
CCOc1ccccc1NC(=O)Cn1c(=O)n(CCC(=O)NCc2ccc3c(c2)OCO3)c(=O)c2ccccc21	-1.8
Nc1nc(N)nc(-c2ccc(Br)cc2)n1	3.5
Cc1cc(C(=O)Nc2cccc3ccccc23)co1	-0.4
CCOc1cccc(C(=O)Nc2nnc(-c3cccc(OCC)c3)s2)c1	0.2
CCCCCOc1ccc(-c2ccc(C(=O)NC(N3CCOCC3)C(Cl)(Cl)Cl)cc2)cc1 (configuration not stated)	-3.2
COc1ccc(N=CC2C(=O)c3ccccc3N2C(C)=O)cc1 (configuration not stated)	1.9
CC(C(=O)N/N=C/c1ccc(N(C)C)c(Br)c1)N(c1ccccc1)S(C)(=O)=O (configuration not stated)	-2.1
Clc1ccc(C2=CSC3=Nc4cccc5cccc(c45)N23)cc1	86.8*
N=C(N)SCc1nc2ccccc2c(=O)n1-c1ccccc1Cl	-1.2
COc1ccc(CNC(=O)c2cc3cccc4c3n2CC(C)S4)cc1OC (configuration not stated)	-1.7
CC(CCC(=O)NCCO)C1CCC2C3CC[C@@H]4C[C@H](O)CC[C@]4(C)C3CC[C@]12C (some centres not stated)	8.3
O=C(NCCc1csc2nc(-c3cccc(F)c3)nn12)c1ccc(Br)o1	-1.0
Cc1ccc2nc(N3C(=O)C(=O)C(C(=O)c4cc5ccccc5o4)C3c3cccc(O)c3)sc2c1 (configuration not stated)	16.9
Cc1ccc(C)c(NC(=O)CCCn2nc(C)c3sc4ccccc4c3c2=O)c1	-1.7
Cc1nc(N2CCCC2)c2c(C(=O)N3CCN(c4ccccc4)CC3)c(C)oc2n1	2.6
Cc1ccc(-c2cc(C(=O)Nc3ccc(NS(=O)(=O)c4ccc(C)cc4)cc3)c3cc(Br)ccc3n2)cc1	-6.3
CCCCNC(=O)C1CCCNC1=O (configuration not stated)	13.3
COC(=O)C(O)(CC(=O)Nc1ccc(C)c(F)c1)C(F)(F)F (configuration not stated)	-9.8
C=CCc1c(C)nc(N2CCN(c3cccc(C(F)(F)F)c3)CC2)[nH]c1=O	-7.5
CCCCNc1nc2c(S(=O)(=O)c3ccc(C)c(C)c3)nnn2c2ccsc12	3.3
CC(=O)N1CCC(C(=O)Nc2sc3c(c2C(=O)NC2CC2)CCC(C)C3)CC1 (configuration not stated)	-10.6
COc1ccc(-c2nc(CN3CCCCC3)cc(CN3CCCCC3)c2O)cc1	-6.0
O=c1c2cnc3nc(C(F)(F)F)nn3c2ccn1Cc1ccccc1	-0.4
COCCN1CCC(CN(Cc2ccncc2)Cc2cccc(OC)c2OC)CC1	11.0
Cc1cc(C)c(NCc2ccccc2O)c(C)c1	-8.1
COC(=O)C(Cc1c[nH]c2ccccc12)NC(=O)COc1cccc(C)c1 (configuration not stated)	9.5
COCCn1c(=O)[nH]c(=O)c2c(-c3cccc(OC)c3)ccnc21	12.7
O=C1c2cc(F)c(F)cc2N=CC1Br (configuration not stated)	-3.3
CCc1ccc(NC(=O)CN(c2cc(C)cc(C)c2)S(=O)(=O)C2C(=O)NC(=O)N=C2C)cc1 (configuration not stated)	-0.3
COc1cccc(-c2cc(C(=O)Nc3cccnc3Cl)no2)c1	5.8
Cc1ccc(OCC(O)CN2CCN(c3ccccc3F)CC2)c(C)c1 (configuration not stated)	-7.5
O=C(Nc1cccc(Br)c1)C1(c2ccccc2)CC1(Cl)Cl (configuration not stated)	7.1
Cc1ccc(/C=C\c2cc3ccccc3c3ccccc23)c2ccccc12	2.5
Cn1nccc1C(=O)Nc1ccn(C23CC4CC(CC(C4)C2)C3)n1	-3.2
Cc1ccc2c(c1)C(=O)OC(C(=O)Nc1ncc(Cc3ccccc3Cl)s1)C2 (configuration not stated)	-2.5
Cc1ccc2oc3c(c(=O)c2c1)C1(C(=O)N(C)c2ccccc21)N(CCCO)C3=O (configuration not stated)	4.7
Cc1ccc(NC(=O)c2ccc3snnc3c2)cc1Cl	-3.3
CCOc1ccc(NC(=O)c2ccc(NC(=O)CCS(=O)(=O)c3cccs3)cc2)cc1	-0.8
CCCc1cc(=O)oc2cc(C)c3c(-c4cccc(OC)c4)coc3c12	3.6
Cc1ccccc1NC(=O)CSc1nc2ccc(NC(=O)c3ccco3)cc2s1	-4.0
CCCOC(=O)c1c(-c2ccccc2)csc1NC(=O)c1cc([N+](=O)[O-])cc([N+](=O)[O-])c1	12.5
CCN1CCN(c2c(S(=O)(=O)c3ccccc3)cnc3ccc(Cl)cc23)CC1	5.5

Reformatted bar-delimited: entries from further up
Molecule | ROC1-CUL1 inh
COCCn1c(=O)[nH]c(=O)c2c(-c3cccc(OC)c3)ccnc21 | 12.7
O=C1c2cc(F)c(F)cc2N=CC1Br (configuration not stated) | -3.3

The list continues:
SMILES	ROC1-CUL1 inh
CCc1cc2c(=O)n(-c3ccc(Cl)cc3)c(SCC(=O)c3ccc(F)cc3)nc2s1	-4.5
CCCN1CCC(NC(=O)c2ccc(F)cc2)CC1	-2.5
CC(C)C(NC(=O)c1ccco1)C(=O)N1CCCCC1 (configuration not stated)	-1.3
COc1ccc(NC(=O)c2cccc(C)c2)cc1OC	3.8

A section from the list above, for reference:
SMILES	ROC1-CUL1 inh
Cc1ccccc1NC(=O)CSc1nc2ccc(NC(=O)c3ccco3)cc2s1	-4.0
CCCOC(=O)c1c(-c2ccccc2)csc1NC(=O)c1cc([N+](=O)[O-])cc([N+](=O)[O-])c1	12.5
CCN1CCN(c2c(S(=O)(=O)c3ccccc3)cnc3ccc(Cl)cc23)CC1	5.5
CCc1cc2c(=O)n(-c3ccc(Cl)cc3)c(SCC(=O)c3ccc(F)cc3)nc2s1	-4.5
CCCN1CCC(NC(=O)c2ccc(F)cc2)CC1	-2.5
CC(C)C(NC(=O)c1ccco1)C(=O)N1CCCCC1 (configuration not stated)	-1.3
COc1ccc(NC(=O)c2cccc(C)c2)cc1OC	3.8

Only part of the results is shown, so the mix of outcomes need not match the whole.
